Screens (PubChem)
TRPM1 prom inh: inhibitors of MITF-dependent TRPM1 promoter reporter, primary screen, cell-based, SK-MEL-5, single point, luciferase; SK-MEL-5 TRPM1 promoter luciferase, 24 h; inhibition, % at 12.5 µM; 330,000 compounds, 0.83% hits; AID 488899, 2010;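 active means mean inhibition across replicates of 60% or more, whatever share of single replicates reaches that level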; further: values of inactives mirror those of a sister screen read the other way
Peg3 promoter: Peg3 promoter-driven luciferase inhibitors, primary screen, cell-based, HeLa, luciferase luminescence. HeLa PEG-Prom luciferase reporter, overnight. inhibition, % at 20 µM. 360,000 compounds, 1.7% hits. AID 588405, 2011;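 active means inhibition of at least 50% at 20 µM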
NR2E3 ag-1: NR2E3 agonists in two-hybrid cells, primary screen, cell-based, luminescence, CHO-S, Gal4-NCOR/VP16-NR2E3 | Photoreceptor-specific nuclear receptor (Homo sapiens), Q9Y5X4 | luciferase | inhibition of corepressor binding, % at 3.98 µM | 360,000 compounds, 0.35% hits | AID 602229, 2012;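 active means inhibition above the mean of all tested compounds plus 3 SD, cut at about 70% in these data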;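 further: 0% = DMSO with NR2E3 transfected cells and 100% = cells lacking NR2E3 construct; higher means lower luciferase signal from less NR2E3 corepressor binding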
Target sequence (Q9Y5X4 whole entry, looked up, the tested form may be a part): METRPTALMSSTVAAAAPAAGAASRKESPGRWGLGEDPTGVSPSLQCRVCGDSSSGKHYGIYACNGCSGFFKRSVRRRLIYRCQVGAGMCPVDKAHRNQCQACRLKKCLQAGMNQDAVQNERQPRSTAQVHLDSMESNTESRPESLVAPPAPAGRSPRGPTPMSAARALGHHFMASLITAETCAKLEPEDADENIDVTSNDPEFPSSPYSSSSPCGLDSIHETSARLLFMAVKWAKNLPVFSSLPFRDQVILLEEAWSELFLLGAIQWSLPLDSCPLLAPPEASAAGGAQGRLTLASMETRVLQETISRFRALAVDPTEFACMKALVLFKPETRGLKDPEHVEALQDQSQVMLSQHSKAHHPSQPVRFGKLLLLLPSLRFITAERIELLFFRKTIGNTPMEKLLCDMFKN
HIF-2a inh: HIF-2a reporter inhibitors, primary screen, luminescence, 786-0 RCC cells; 360,000 compounds, 0.72% hits; 786-0 RCC cells HIF-2a reporter, luciferase luminescence, overnight; inhibition, % at 18.8 µM;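 active means inhibition of the luminescence signal of 40% or more relative to plate controls, in a single-dose primary screen at 18.75 µM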
PDI turbidity: inhibitors of human PDI, primary screen, biochemical, turbidity, single point, plate reader; PDI insulin aggregation turbidity, A650, 90 min; inhibition, % at 10 µM; Protein disulfide-isomerase (Homo sapiens), P07237; AID 588391, 2011; 350,000 compounds, 0.052% hits;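 active means mean inhibition across replicates of 30% or more, whatever share of single replicates reach that level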;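 further: absorbance from insulin aggregation driven by PDI reduction with DTT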
Target sequence (P07237 whole entry, looked up): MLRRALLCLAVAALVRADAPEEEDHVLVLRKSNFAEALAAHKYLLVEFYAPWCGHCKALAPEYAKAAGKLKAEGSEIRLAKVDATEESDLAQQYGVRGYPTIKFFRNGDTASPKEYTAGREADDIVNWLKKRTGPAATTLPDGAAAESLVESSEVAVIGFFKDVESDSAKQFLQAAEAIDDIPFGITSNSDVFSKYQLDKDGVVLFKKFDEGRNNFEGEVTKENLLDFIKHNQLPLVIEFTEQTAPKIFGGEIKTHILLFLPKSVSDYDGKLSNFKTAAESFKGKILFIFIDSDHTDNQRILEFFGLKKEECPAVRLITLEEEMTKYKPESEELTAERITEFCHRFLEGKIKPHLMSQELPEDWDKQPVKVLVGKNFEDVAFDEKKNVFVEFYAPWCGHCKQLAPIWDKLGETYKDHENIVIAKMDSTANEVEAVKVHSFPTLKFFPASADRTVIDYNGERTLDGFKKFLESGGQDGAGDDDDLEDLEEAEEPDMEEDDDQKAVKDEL
m5-HT2A agonist: mouse Htr2a agonists via beta-arrestin recruitment, primary screen, cell-based, luminescence; activation, % at 7.6 µM; CHO-K1 mHTR2A beta-arrestin complementation; percent of 30 µM serotonin response; 5-hydroxytryptamine receptor 2A (Mus musculus), P35363; 360,000 compounds, 0.66% hits;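 active means activation above a run cutoff, the mean activation of all tested compounds plus 3 SD, cut at about 14% in these data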;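 further: 0% = plate median of compound wells and 100% = 30 µM serotonin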
CaV13 FRET inh: Primary screen for inhibitors of IQ motif and Ca2+-dependent inactivation inhibitor domain binding in CACNA1D, Förster resonance energy transfer in living cells, … | inhibition, % at 12.3 µM | HEK cells, CFP/YFP FRET ICDI-IQ, plate reader, 10 min; percent FRET-ratio fall versus neutral wells | 340,000 compounds, 0.098% hits;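 active means mean replicate inhibition of at least 30% and at least 1% of replicates passing that level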;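 further: 0% = median of the neutral control wells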
H9c2 protect: cardioprotection against H2O2-induced cell death, primary screen, uHTS, H9c2 cells, ATPLite luminescence | H9c2 cardiomyocytes, H2O2 injury protection, 2 h | protection from H2O2 cell death, % at 20 µM | 360,000 compounds, 0.63% hits | AID 588492, 2011;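 active means compounds giving at least 50% protection of heart cells from peroxide-induced death in the single-dose screen, raw or plate-pattern-corrected value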;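 further: 0% = DMSO wells with peroxide and 100% = DMSO wells without peroxide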
Shn3 3UTR inh: reduction of Shn3 3'UTR firefly luciferase signal, primary screen, Schnurri-3 inhibitor project, cell-based, Clone20 osteoblasts, set 2; AID 588674, 2011; 360,000 compounds, 0.52% hits; Clone20 osteoblast Shn3 3'UTR firefly luciferase, 24 h; inhibition, % at 12.5 µM;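 active means mean inhibition of at least 75% with every replicate also reaching 75%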;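 further: 0% = median of neutral control wells and 100% = pilot-screen positive control compound; some compounds past the cut are filed as inactive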
iPSC survival up: enhancers of single-cell hiPSC survival, primary screen, ATPlite luminescence | 360,000 compounds, 0.044% hits | AID 602274, 2012 | survival enhancement, % at 20 µM | 100% = ROCK inhibitor wells, 0% = DMSO; in the data active means survival enhancement above about 18%;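 further: cells exposed to compounds for 16 hours before the ATP read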
NR2E3 ag-2: inhibitors of NR2E3-RetCOR corepressor binding, primary screen, NR2E3 agonist project, biochemical, TR-FRET, GST-NR2E3, biotin-RetCOR | Photoreceptor-specific nuclear receptor (Homo sapiens), Q9Y5X4 | 1536-well | inhibition of corepressor binding, % at 4.78 µM | 320,000 compounds, 0.12% hits | AID 2300, 2010;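 active means percent inhibition above the cutoff of mean plus 3 SD of all tested compounds, set per screening campaign, cut at about 20% in these data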;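 further: 0% = DMSO wells and 100% = biotin wells as full block of FRET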
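Material – GST-tagged NR2E3 plus biotinylated RetCOR corepressor · Quantity – NR2E3 fusion 1.35 nM · Times – 5 h incubation at 4 °C · Medium – pH 7.5 Tris-based buffer · Technique – TR-FRET, Eu(K)-anti-GST donor, streptavidin-D2 acceptor, ex 340, em 617/671 nm · Benchmarks – high control biotin, low control 0.6% DMSO · Format – 1536-well plates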
* = called active by the depositor; . = no result given.

No.	smiles	TRPM1 prom inh	Peg3 promoter	NR2E3 ag-1	HIF-2a inh	PDI turbidity	m5-HT2A agonist	CaV13 FRET inh	H9c2 protect	Shn3 3UTR inh	iPSC survival up	NR2E3 ag-2
1	O=C(COc1cc(Cl)c(Cl)cc1Cl)NCCc1ccccn1	-9	7	-8	13	4	-3	-6	0	-5	-0.3	-1
2	CSc1cccc(N2CC(C(=O)NCCC3=CCCCC3)CC2=O)c1 (stereo not drawn)	-21	-13	-45	-81	1	-11	-1	-5	-15	-0.4	2
3	Cc1cc(Cl)ccc1OC(C)c1nnc(N)s1 (stereo not drawn)	2	9	8	6	-10	-1	-4	-1	4	-2.1	3
4	CC(C)C(NC(=O)c1ccc(Cl)cc1Cl)C(=O)NCCc1ccccn1 (stereo not drawn)	-22	0	-3	13	-2	9	-6	5	-1	0.5	.
5	O=C(OCc1cn([C@H]2CN(C(=O)c3cccs3)[C@@H](c3ccc(Cl)cc3)C[C@@H]2O)nn1)c1ccccc1	.	9	-28	1	2	-2	-12	-10	-51	-1.0	.
6	CC[C@]12c3[nH]c4cc(-c5ccco5)ccc4c3CCN1C(=O)[C@@H](CC(=O)NCCCn1ccnc1)C[C@@H]2C(=O)N1CCN(C(=O)C2CC2)CC1	5	-12	43	5	19	7	-6	-9	-22	-1.0	.
7	COc1ccc(C2CC(c3ccccc3F)=NN2c2ccc(S(N)(=O)=O)cc2)cc1 (stereo not drawn)	-5	-1	-41	-7	10	-5	-8	12	1	-0.9	.
8	O=C(NNC(=O)c1ccccc1C(=O)O)c1cc2ccccc2o1	-6	0	0	5	6	-1	-6	-1	-7	1.2	-1
9	CS(=O)(=O)Nc1ccc(C(=O)NCCSCc2ccccc2)cc1	14	8	-6	11	17	-5	10	0	6	2.2	-6
10	Cc1cccc(C(C)C)c1NS(=O)(=O)c1cn(C)nc1C	0	-2	4	8	-6	8	-2	-2	25	0.1	3
11	O=C(OCc1nnc(-c2ccccc2)o1)c1cc(F)c(F)cc1Cl	4	-7	-1	8	6	0	-1	-8	-15	-0.4	-2
12	COc1ccc(C2=NOC(C(=O)NCc3cccs3)C2)cc1 (stereo not drawn)	-2	-72	-215	-130	-24	-5	-4	-5	-20	-1.9	2
13	CN(CC(=O)Nc1ccc(F)cc1)C(=O)c1ccc(N2C(=O)CCC2=O)cc1	-3	9	-33	4	0	-4	-3	2	-3	0.8	1
14	COc1ccc(NC(=O)CCS(=O)(=O)c2cccc3nonc23)c(OC)c1	10	19	-6	5	-3	-3	-4	0	-37	-1.2	3
15	CC(C)Nc1nc2c(c(=O)n(C)c(=O)n2C)n1C	5	-4	31	13	4	1	-16	2	1	-0.3	-6
16	COCCCN1CCc2[nH]c(=S)[nH]c(=O)c2C1	-3	12	-1	6	-7	0	-11	10	-13	-1.9	2
17	O=C(Cn1nnc(-c2cccs2)n1)N1CCc2ccccc2C1	-22	-44	-20	-42	-1	-2	-4	6	-14	1.2	-3
18	Cc1cc(C)cc(C(=O)NCC(=O)OCC(=O)c2c(N)n(C)c(=O)n(C)c2=O)c1	2	4	9	6	-4	3	-7	9	-18	0.4	-1
19	COc1ccc(-n2c(O)c(C=Nc3ccccc3)c3ccccc3c2=O)cc1OC	-6	5	-4	3	7	-1	-8	-3	35	-0.5	-3
20	CCC(CC)C(=O)Nc1cccc(-c2nc3ccccc3o2)c1	-15	-9	-9	-24	5	-5	.	4	43	-1.0	2
21	CC(=O)N1CCC(N(C(=O)Nc2c(F)cccc2F)C(C)C)CC1	-9	1	7	4	3	7	-6	6	-16	0.9	0
22	CN(CC1CCOCC1)C(=O)CC1C(=O)NCCN1Cc1cccc(F)c1 (stereo not drawn)	-1	-1	-19	-1	3	-1	-6	6	15	0.2	2
23	CC1Cc2ccccc2N1C(=O)Cn1cnc2c1c(=O)n(C)c(=O)n2C (stereo not drawn)	5	15	-25	7	-2	1	.	-3	2	0.2	0
24	COc1ccc(NC(=O)CN2C(=O)C(C)Oc3ccccc32)cc1OC (stereo not drawn)	1	11	14	17	9	-4	1	2	-1	0.5	-1
25	CC(C)c1ccc(NC(=O)CCN2C(=O)[C@@H]3Cc4ccccc4CN3C2=O)cc1	1	0	-8	-11	-5	-5	-6	-4	15	-0.5	1
26	COc1ccc(Cc2nnc(NC(=O)c3ccc(OC(C)=O)cc3)s2)cc1OC	-5	6	17	20	-4	1	-8	0	-7	-0.2	4
27	O=C(CSc1nnc(-c2ccncc2)s1)Nc1ccccc1	9	-20	-11	-30	10	4	-3	-3	-3	-0.4	7
28	Cc1noc(C)c1COc1ccccc1C(=O)NNC(=O)c1ccc(F)cc1	.	0	9	6	-12	1	-6	-1	-10	-0.3	0
29	COc1cccc(C(=O)C2CCCN(CC3=Cc4cc(OC)ccc4OC3)C2)c1 (stereo not drawn)	-3	-25	14	15	-12	-2	4	-3	18	-1.7	5
30	Cc1cccc(NC(=O)[C@@H](CC(C)C)NC(=O)[C@@H]2Cc3ccccc3CN2)c1	6	3	-39	-18	-11	-2	-13	-3	6	-0.5	0
31	CNC[C@H](O)c1cccc(O)c1	-9	10	1	9	8	17*	-5	1	-48	4.5	0
32	CC(=O)NC12CC3CC(C1)CC(C(=O)N1CCN(c4ncccn4)CC1)(C3)C2	-8	15	-12	9	6	0	-6	3	10	1.1	1
33	O=C(/C=C/c1ccc(Br)cc1)NC(=S)Nc1ccc(S(=O)(=O)Nc2nccs2)cc1	-2	12	-15	-2	11	5	-4	-4	11	1.3	-2
34	COc1ccc(F)cc1CSc1nnnn1-c1ccc(O)cc1	10	17	15	14	-5	-3	-3	-7	32	-0.2	-2
35	C=COCCNC(=S)Nc1ccccc1	-5	-7	-21	-1	11	0	-1	-4	-2	-0.3	2
36	O=C(OCC(=O)N1CCc2ccccc2C1)c1cccs1	-14	-221	-24	-4	7	0	4	-13	-6	-0.1	2
37	Cc1cc(C)c(NC(=O)CN2C(=O)CC(C)S(=O)(=O)c3ccccc32)c(C)c1 (stereo not drawn)	1	9	-1	5	10	3	-6	0	-62	-0.6	1
38	CCOc1ccc(NC(=O)CN(C)CC(=O)NC2CCCc3ccccc32)cc1OCC (stereo not drawn)	1	14	-2	6	2	-6	-5	-2	-6	0.1	-1
39	COc1ccc(C(=O)Nc2ccccc2NC(=O)c2ccco2)cc1OC	2	7	8	19	4	-2	-5	30	2	0.3	1
40	O=C(N[C@@H](Cc1c[nH]c2ccccc12)C(=O)NC1CC1)c1ccccc1Cl	-6	-8	-15	-8	-7	1	-4	8	2	-0.4	1
41	CCOC(=O)[C@]12CCC=C1N(Cc1cccc3ccccc13)C(=O)[C@H](CC(=O)NCCCN1CCCC1=O)C2	.	.	8	-3	.	-2	-4	.	.	0.1	.
42	Cc1ccc(C)c(N2CCN(C(=O)Cc3ccc(NC4=NC5CS(=O)(=O)CC5S4)cc3)CC2)c1 (stereo not drawn)	3	-2	-4	14	.	0	-8	2	11	5.8	4
43	C[C@H](NC(=O)C1CCN(S(=O)(=O)c2ccccc2)CC1)C(=O)NCc1ccc(Cl)c(Cl)c1	-3	19	22	-2	-10	-2	-7	-12	-6	0.6	1
44	CC(C)[C@H](N)C(=O)N[C@H]1CCC2C3CC=C4C[C@@H](O)CC[C@]4(C)C3CC[C@@]21C (stereo partly drawn)	.	92*	-12	55*	4	1	-11	-25	20	-4.8	.
45	O=S(=O)(NCCN1CCOCC1)c1cccc(C(F)(F)F)c1	2	10	12	12	-4	4	-20	7	-7	-0.3	5
46	Cc1ccc(C(=O)N/C(=C\c2ccc3c(c2)OCO3)C(=O)N2CCOCC2)cc1	12	5	-35	9	-5	-6	-3	-5	0	0.3	-1
47	CC(C)c1ccccc1NC(=S)NCc1ccccc1F	-21	5	0	26	0	0	0	-13	2	-1.1	3
48	COc1ccc(Br)cc1CN(C)C(=O)c1cc(Cl)c2c(c1)OCCO2	3	16	-19	10	-2	1	-2	0	4	-0.4	2

Structures listed so far marked active in m5-HT2A agonist.
| entry | SMILES | TRPM1 prom inh | Peg3 promoter | NR2E3 ag-1 | HIF-2a inh | PDI turbidity | m5-HT2A agonist | CaV13 FRET inh | Shn3 3UTR inh | NR2E3 ag-2 |
| --- | --- | --- | --- | --- | --- | --- | --- | --- | --- | --- |
| 31 | CNC[C@H](O)c1cccc(O)c1 | -9 | 10 | 1 | 9 | 8 | 17* | -5 | -48 | 0 |

Laid out differently: 6 of the compounds above
12: COc1ccc(C2=NOC(C(=O)NCc3cccs3)C2)cc1 (stereo not drawn)
13: CN(CC(=O)Nc1ccc(F)cc1)C(=O)c1ccc(N2C(=O)CCC2=O)cc1
14: COc1ccc(NC(=O)CCS(=O)(=O)c2cccc3nonc23)c(OC)c1
15: CC(C)Nc1nc2c(c(=O)n(C)c(=O)n2C)n1C
16: COCCCN1CCc2[nH]c(=S)[nH]c(=O)c2C1
17: O=C(Cn1nnc(-c2cccs2)n1)N1CCc2ccccc2C1

assay / compound | 12 | 13 | 14 | 15 | 16 | 17
TRPM1 prom inh | -2 | -3 | 10 | 5 | -3 | -22
Peg3 promoter | -72 | 9 | 19 | -4 | 12 | -44
NR2E3 ag-1 | -215 | -33 | -6 | 31 | -1 | -20
HIF-2a inh | -130 | 4 | 5 | 13 | 6 | -42
PDI turbidity | -24 | 0 | -3 | 4 | -7 | -1
m5-HT2A agonist | -5 | -4 | -3 | 1 | 0 | -2
CaV13 FRET inh | -4 | -3 | -4 | -16 | -11 | -4
H9c2 protect | -5 | 2 | 0 | 2 | 10 | 6
Shn3 3UTR inh | -20 | -3 | -37 | 1 | -13 | -14
iPSC survival up | -1.9 | 0.8 | -1.2 | -0.3 | -1.9 | 1.2
NR2E3 ag-2 | 2 | 1 | 3 | -6 | 2 | -3
